# Screens from PubChem.
# NPY-Y1 PAM-ag: human NPY-Y1 potentiation or agonism, primary screen; P25929; NPY-Y1 expressing cells, potentiator/agonist activation; activation, % at 3.6 µM; 220,000 compounds, 0.37% hits; AID 1304; in the data active = activation above about 33%, passing the limit was not always enough;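 also: cells stimulated with NPY at EC10 then isoproterenol at EC100; 0% = low agonist plus stimulus and 100% = saturating agonist plus stimulus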
# S1P4 antagonist: blocks the human S1P4 receptor. inhibition, % at 4.98 µM. 220,000 compounds, 0.26% hits. AID 1510. S1P4-expressing cells, antagonist mode, reporter read-out. O95977; in the data active = inhibition above about 29%;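 also: 0% = wells stimulated with agonist and 100% = vehicle wells without agonist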
# Target sequence (O95977 whole entry, looked up): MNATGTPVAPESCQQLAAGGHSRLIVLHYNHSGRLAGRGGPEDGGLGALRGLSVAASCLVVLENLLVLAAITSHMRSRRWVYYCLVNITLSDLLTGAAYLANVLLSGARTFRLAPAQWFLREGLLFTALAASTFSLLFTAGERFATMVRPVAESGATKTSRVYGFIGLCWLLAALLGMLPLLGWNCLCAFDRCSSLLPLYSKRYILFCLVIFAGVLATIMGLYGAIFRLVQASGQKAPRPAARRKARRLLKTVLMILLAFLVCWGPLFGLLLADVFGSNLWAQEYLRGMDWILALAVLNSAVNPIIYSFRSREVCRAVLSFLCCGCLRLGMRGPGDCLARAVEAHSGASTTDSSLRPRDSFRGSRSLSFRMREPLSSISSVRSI
# TRPML3 agonist: activates the human TRPML3 channel; HEK293 TRPML3-YFP, Fluo-8 calcium fluorescence; 100% = the carbachol control signal; AID 1448; Q8TDD5; activation, % at 3 µM; 220,000 compounds, 0.29% hits;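 active = activation above its plate's cutoff, the mean activation of the plate's test wells plus 3 SD, cut at about 12% in these data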;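 also: 0% = DMSO only wells and 100% = carbachol wells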
#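 Test system: HEK293 cells stably carrying human TRPML3-YFP; Doses: single dose, 3 µM final nominal compound, 0.3% DMSO final; Schedule: dye loading 1 h 37 °C then 30 min ambient, 125 s read; Technique: Fluo-8 calcium fluorescence; Benchmarks: high control carbachol 87 µM, low control DMSO.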
# CHOP inh: inhibitors of CHOP induction in ER stress response | CHO-K1 CHOP-promoter luciferase, tunicamycin-induced, 15-18 h | inhibition, % at 10 µM | 220,000 compounds, 3.8% hits | AID 2732;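 active = compounds that reduced the stress-induced luciferase reporter signal by more than about 70% of percent inhibition, limit read from the data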;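 also: 0% = tunicamycin plus vehicle and 100% = wells without tunicamycin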
# NPY-Y1 antag: blocks the human neuropeptide Y Y1 receptor. HEK293-CNG Y1 cells, membrane potential fluorescence; NPY at EC95, then isoproterenol. 200,000 compounds, 1% hits. inhibition, % at 3.6 µM. P25929;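 active = inhibition above the campaign mean inhibition of all tested compounds plus 3 SD, cut at about 20% in these data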;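 also: 0% = DMSO wells given NPY plus isoproterenol and 100% = isoproterenol alone without NPY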
#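 Assay system: HEK293 cells with Y1 receptor plus CNG channel | Probe or stimulus: NPY (25 nM), isoproterenol (1 µM), Ro 20-1724 (25 µM) | Timing: Compound incubation 1 h at room temperature, readout 45 min post-stimulation | Measured by: Membrane-potential fluorescent dye readout | Benchmarks: High control isoproterenol alone, low control NPY with isoproterenol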
# S1P4 ag: human S1P4 receptor agonism. O95977. S1P4-expressing cell line, agonist reporter assay. activation, % at 4.98 µM. 220,000 compounds, 0.35% hits; in the data active = activation above about 11%;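 also: 0% = DMSO vehicle and 100% = reference agonist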
# NPY2 pot ag: human NPY-Y2 potentiation or agonism, primary screen. P49146. activation, % at 3.6 µM. 220,000 compounds, 0.45% hits. cells expressing NPY-Y2, potentiator/agonist read-out; in the data active = activation above about 27%;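 also: cells stimulated with NPY near EC25 plus isoproterenol at EC100; 0% = vehicle plus submaximal agonist and 100% = vehicle plus saturating agonist; some results beyond the cut were filed as inactive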
# Target sequence (P49146 whole entry, looked up): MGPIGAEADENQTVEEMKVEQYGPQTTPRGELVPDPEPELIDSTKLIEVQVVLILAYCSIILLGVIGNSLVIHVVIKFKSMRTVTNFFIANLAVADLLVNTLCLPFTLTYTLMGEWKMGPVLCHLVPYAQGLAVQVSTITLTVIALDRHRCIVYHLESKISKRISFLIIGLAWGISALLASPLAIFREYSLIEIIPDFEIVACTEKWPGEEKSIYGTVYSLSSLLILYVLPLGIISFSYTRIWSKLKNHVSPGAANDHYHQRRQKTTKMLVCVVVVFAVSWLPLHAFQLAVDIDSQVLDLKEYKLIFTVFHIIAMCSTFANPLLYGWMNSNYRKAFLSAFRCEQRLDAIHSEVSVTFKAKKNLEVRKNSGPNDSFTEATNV
# EP2 modulator: modulates human prostaglandin E2 receptor EP2 signaling. induction, % at 25 µM. 260,000 compounds, 0.83% hits. EP2-expressing cells, cAMP HTRF FRET, PGE2 co-stimulation;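 active = compounds whose cAMP rise, as percent of the full-agonist control response, exceeds 60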;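 also: rat C6 glioma line stably carrying human EP2 under a CMV promoter; the protocol text gives 20 µM as final concentration; 100% = response of wells given 1 µM PGE2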
# TRPN1 ag: zebrafish TRPN1 (NompC) channel agonism; activation, % at 3 µM; HEK293 zebrafish TRPN1-YFP, Fluo-8 calcium fluorescence; 100% = response to 87 µM carbachol; 220,000 compounds, 0.18% hits;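 active = activation above its plate's cutoff, the mean activation of test wells on that plate plus 3 SD, cut at about 19% in these data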;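 also: 0% = DMSO alone and 100% = 87 µM carbachol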
#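 Material: zebrafish TRPN1-YFP in HEK293 cells; Doses: single test compound dose, 3 µM nominal, 0.3% DMSO; Timing: dye loading 1 h at 37 °C, then 30 min room temperature; Technique: intracellular calcium fluorescence with Fluo-8; Benchmarks: high carbachol 87 µM, low DMSO alone.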
# * marks the source's active call; other numbers are inactive results; / = not tested or not shown.
SMILES,NPY-Y1 PAM-ag,S1P4 antagonist,TRPML3 agonist,CHOP inh,NPY-Y1 antag,S1P4 ag,NPY2 pot ag,EP2 modulator,TRPN1 ag
CC(=O)Nc1c(C(=O)c2ccccc2)oc2ccccc12,-14,7,0.5,35,7,-0.8,-29,22,-1.1
CC(C)(C)C(=O)NC(=S)Nc1ccc(S(=O)(=O)Nc2nccs2)cc1,-21,6,0.5,14,11,-0.4,-12,2,1.0
CCOc1cccc(-c2nnc3sc(COc4ccc(OC)cc4)nn23)c1,-9,-6,0.7,52,15,-1.5,-22,-14,-0.1
COC(=O)c1sccc1NC(=O)c1cnc2cc(C)nn2c1C,-1,-17,1.2,20,2,1.4,7,-1,-0.7
CCC[C@@H]1C[C@@H](C(=O)N[C@@H](C2O[C@H](SC)[C@H](O)[C@@H](O)[C@H]2O)[C@H](C)Cl)N(C)C1 (stereo partly drawn),9,-2,0.7,-10,0,-1.3,4,6,-0.3
CC1(C)Cc2nc3oc4c(=S)nc[nH]c4c3cc2CO1,15,3,0.8,11,-4,0.8,7,49,0.9
O=C(Cc1ccc(Cl)cc1)NNC(=S)NC(=O)c1cccs1,-9,8,0.6,2,/,1.7,-14,5,2.1
CCOC(=O)C1C(=O)NC(C)C1c1ccccc1 (stereo not drawn),-13,-7,0.5,-16,-2,-1.5,-3,-2,1.1
COc1ccccc1N1CCN(CC(=O)Nc2ccc3c(c2)OCCO3)CC1,-3,-6,0.8,-5,2,5.9,-2,15,-0.7
COC(=O)C1=C(C)NC(=S)N(C(C)=O)C1c1ccccc1 (stereo not drawn),-9,-14,-0.2,3,-5,-2.0,-1,49,-0.8
CN(C1CCCCC1)S(=O)(=O)Cc1ccccc1,10,-11,0.5,17,25*,0.6,0,-10,-2.2
COc1ccc(C(=O)Nc2sc3c(c2C#N)CCN(C(C)=O)C3)cc1,10,3,0.9,-12,2,1.5,-2,-31,3.5
CCOC(=O)c1cc(C#N)c(SCC(=O)Nc2ccc(C(C)=O)cc2)[nH]c1=O,13,19,-0.5,-2,/,0.2,17,-11,0.5
Cc1ccc(C(=O)O/N=C(\c2ccccc2)c2cccnc2)cc1,1,-11,0.2,37,0,1.2,-6,26,-3.4
COCCCNC(=O)CN(c1cc(OC)ccc1OC)S(=O)(=O)c1ccccc1,-1,-8,0.9,26,-1,-0.9,-2,10,-1.1
CCOC(=O)c1c(CN2CCN(CCO)CC2)n(C)c2cc(Br)c(OC)cc12,-15,10,0.5,-11,-11,-0.9,-4,-13,0.4
CC/C(O)=C1\C(=O)CCCC1=NCc1nc2ccccc2[nH]1,-22,-10,0.4,12,7,209*,-5,-49,0.7
COC(=O)c1c(C)nc2c(c(SC)nn2-c2ccccc2)c1N,5,19,0.6,40,2,-2.4,-5,63*,1.3
CC(C)(C)c1ccccc1OCCCCCn1ccnc1,-8,0,-0.1,15,0,0.9,-12,39,-0.1
Cn1nc(C(C)(C)C)cc1NC(=O)Nc1cc(Cl)cc(Cl)c1,19,5,1.8,22,/,-1.2,28,-38,4.4
Cc1ccc(NC(=O)c2oc(=O)c3ccccc3c2-c2ccccc2)c(C)c1,-11,-19,0.4,24,7,-1.3,-9,46,-0.7
CC1CCN(C(=O)C2CC(c3ccc(F)cc3)=NO2)CC1 (stereo not drawn),9,-5,-0.7,-5,1,1.4,3,-30,-0.3
COc1ccc(-c2nc3ccccn3c2NCc2ccc3c(c2)OCO3)cc1,-4,-5,0.2,10,1,0.3,1,-28,-1.1
CCOC(=O)c1ccc(NC(=O)Cn2cccc2)cc1,24,-8,0.4,-3,-3,1.5,12,-21,-0.1
CCc1cccc(C)c1NC(=O)COC(=O)c1ccc2c(c1)S(=O)(=O)c1ccccc1C2=O,-24,5,0.6,1,-2,1.4,-1,7,0.9
Cc1ccc(NC(=O)c2ccc(Cl)nc2)cc1,8,-23,0.6,-19,6,3.3,2,2,2.2
CC1CCCCC1NC(=O)CCCCCn1c(=S)[nH]c2ccccc2c1=O (stereo not drawn),-19,6,-0.1,36,11,0.1,-2,-60,-0.4
S=c1[nH]nc(-c2ccncc2)n1/N=C/c1cccc2ccccc12,0,-5,0.5,6,-3,0.8,7,36,1.3
COc1cccc(-n2nnnc2S(C)(=O)=O)c1,2,42*,2.8,113*,-7,0.2,-10,-9,1.5
C=CCN1CCc2nc(N)sc2CC1,9,-6,0.1,-8,-2,-2.3,12,21,-0.1

# Of the compounds above, 7 contain four or more nitrogen atoms:
SMILES,NPY-Y1 PAM-ag,S1P4 antagonist,TRPML3 agonist,CHOP inh,NPY-Y1 antag,S1P4 ag,NPY2 pot ag,EP2 modulator,TRPN1 ag
CC(C)(C)C(=O)NC(=S)Nc1ccc(S(=O)(=O)Nc2nccs2)cc1,-21,6,0.5,14,11,-0.4,-12,2,1.0
CCOc1cccc(-c2nnc3sc(COc4ccc(OC)cc4)nn23)c1,-9,-6,0.7,52,15,-1.5,-22,-14,-0.1
COC(=O)c1sccc1NC(=O)c1cnc2cc(C)nn2c1C,-1,-17,1.2,20,2,1.4,7,-1,-0.7
COC(=O)c1c(C)nc2c(c(SC)nn2-c2ccccc2)c1N,5,19,0.6,40,2,-2.4,-5,63*,1.3
Cn1nc(C(C)(C)C)cc1NC(=O)Nc1cc(Cl)cc(Cl)c1,19,5,1.8,22,/,-1.2,28,-38,4.4
S=c1[nH]nc(-c2ccncc2)n1/N=C/c1cccc2ccccc12,0,-5,0.5,6,-3,0.8,7,36,1.3
COc1cccc(-n2nnnc2S(C)(=O)=O)c1,2,42*,2.8,113*,-7,0.2,-10,-9,1.5

# (list continues)
SMILES,NPY-Y1 PAM-ag,S1P4 antagonist,TRPML3 agonist,CHOP inh,NPY-Y1 antag,S1P4 ag,NPY2 pot ag,EP2 modulator,TRPN1 ag
CCC(=O)Nc1ncc2c(n1)CC(c1ccco1)CC2=O (stereo not drawn),-4,-16,1.1,-4,3,2.4,-10,26,0.4
COc1ccc(C2=NOC(C(=O)NCCN3CCOCC3)C2)cc1 (stereo not drawn),-2,-9,0.4,-12,4,1.8,1,-6,1.8
COC(=O)CCC(=O)N1CCCC(CO)(Cc2ccccc2C)C1 (stereo not drawn),9,-12,0.6,-10,-3,-1.0,12,9,-0.7
CC(=O)c1cccc(NC(=O)CCNS(=O)(=O)c2cccc3nonc23)c1,-11,-11,0.7,10,-2,1.0,4,1,1.2
COc1ccc(C(=O)/C=C/C(=O)N(CC(=O)NCCC(C)C)Cc2cccs2)c(O)c1,-25,-2,-0.7,106*,9,2.1,-14,-85,-0.3
COc1ccc(/C=C2\N=C3CCCCCN3C2=O)cc1,13,-15,-0.4,5,-3,-1.6,-4,-20,0.4
COc1cccc(C(=O)NCCn2ccc3ccccc32)c1,-19,6,0.2,27,3,-1.8,-14,-57,0.3
COc1ccc(C)cc1NC(=O)CSc1nnc(-c2ccc(Br)cc2)o1,-37,21,0.1,-19,8,0.0,-16,-13,1.1
O=C1NC2(CCCCC2)C(=O)N1Cc1cc(=O)n2ccsc2n1,18,-11,0.6,13,-3,1.7,14,26,1.6
Cc1ccc(C)c(CS(=O)(=O)c2cn(CC(=O)N3CCC(C)CC3)c3ccccc23)c1,-4,-10,0.2,19,6,-0.2,3,24,-0.3
Cc1onc(-c2ccccc2Cl)c1C(=O)Nc1ccc(S(=O)(=O)NCC2CCCO2)cc1 (stereo not drawn),-2,5,1.1,2,-6,-0.5,8,21,2.2
CCOC(=O)/C(C#N)=C\C=C1C=CN(C)C=C1,15,-13,5.1,-10,4,-1.7,-11,13,7.3
N#CC(C(=O)NC1CCCCC1)c1nc2ccccc2nc1N1CCN(c2ccc(F)cc2)CC1 (stereo not drawn),3,0,0.6,9,7,-1.1,17,30,0.6
COc1ccc(CCNC(=O)COc2ccccc2[N+](=O)[O-])cc1OC,13,-17,0.6,-2,/,0.3,-3,-3,-0.4
Cc1ccc(Nc2nc(-c3cccnc3)nc3ccccc23)cc1,3,-4,1.8,8,/,0.9,1,-11,0.4
CCOC(=O)Cc1cnc(NC(=O)CSc2nc(C)cc(C)n2)s1,5,-1,0.8,-20,0,0.4,-3,11,-0.2
CCOC(=O)c1c(NC(=O)CSc2nnnn2C)sc(C(=O)N(C)C)c1C,5,-1,0.8,25,-2,1.4,4,-2,-0.2
Cc1ccc(NC(=O)CN2C(=O)NC3(CCc4ccccc43)C2=O)cc1Cl (stereo not drawn),0,-22,0.7,-9,-1,-2.1,4,-22,-1.2
Cc1ccc(C(=O)O/N=C(\N)c2cccc([N+](=O)[O-])c2)cc1,1,-24,-0.1,-4,2,-0.2,-8,21,0.4
O=C(c1ccc(F)cc1)N(Cc1ccccc1)C1CCS(=O)(=O)C1 (stereo not drawn),-11,7,-1.1,-21,-3,1.5,-9,1,1.2
COc1ccc(/C=N/NC(=O)c2[nH]nc3c2CCc2ccccc2-3)cc1OC,-9,-7,0.7,-10,11,1.0,2,-9,0.2
CC(C)NC(=O)COc1ncnc2sccc12,-2,2,0.2,-20,5,0.3,3,-54,-0.2
CC1(C)Oc2ccc3ccc(=O)oc3c2/C(=C/NCCN/C=C2\C(=O)C(C)(C)Oc3ccc4ccc(=O)oc4c32)C1=O,-15,1,0.7,37,5,-0.9,-20,19,0.4
O=C(CC1C(=O)NCCN1Cc1c(F)cccc1Cl)NC1CCCCCC1 (stereo not drawn),-4,-2,0.6,-12,/,0.5,9,-12,-1.2
CC[n+]1c(C)cc(C)n1-c1ccccc1,-18,6,0.5,11,3,-0.5,-20,20,1.2
COc1ccc(-n2cnnc2SCC(=O)Nc2cccc([N+](=O)[O-])c2)cc1,-8,-8,0.1,6,0,3.1,9,-20,1.3
CC1CCN(S(=O)(=O)N2CCC(C(=O)NCCC3=CCCCC3)CC2)CC1,-3,-11,0.6,12,2,0.1,1,-15,2.4
COc1ccc(N2C(=O)CCC(C(=O)c3ccccc3)=C2C)cc1,-2,-23,1.3,27,-5,-0.1,1,1,2.3
CC(C)(C)NC(=O)C1CCC(CNc2c(N3CCCCC3)c(=O)c2=O)CC1 (stereo not drawn),19,-11,1.1,10,/,1.4,-6,29,1.6
